Screens from PubChem.
PKM2 act – qHTS Assay for Activators of Human Muscle isoform 2 Pyruvate Kinase; purified PKM2, Kinase-Glo ATP luminescence, activation; response scale: 0% is enzyme alone, no compound; 0.34% of 260,000 active; AID 1631, 2009; Potency, µM (series often up to 57.5 µM), for inactives: at the highest dose activation, most hits filed as activators; note: potency is the fitted concentration of half-maximal effect; % is set by controls: 0 for no effect and ±100 for the full control effect; nearly all actives have a fitted effect of over 55% in size
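Kinase-Glo luminescence reports ATP generated from ADP (0.1 mM) and PEP (0.5 mM) by purified hPK-M2 after 1 h at room temperature, pH 7.2 imidazole buffer; intermediate enzyme activity allows detecting inhibitors and activators.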
Menin-MLL TR inh – qHTS Assay for Inhibitors Targeting the Menin-MLL Interaction in MLL Related Leukemias: Competition With Texas Red Labeled MLL-derived Mutant Peptide | O00255 | Menin + Texas Red MLL mutant peptide, fluorescence polarization | Potency, µM (titrated, usually from 61.6 µM), for the others: at the highest dose FP activity change, negative = inhibition, actives largely listed as inhibitors | 0.23% of 270,000 active | AID 1768, 2009; active = well fitted inhibition curve with a large enough effect in the polarisation, with a control signal flat, not every such curve was filed as active; inconclusive = small, poorly fitted or top-dose-only effect, or effect the other way, or a change in a side signal; inactive = no such curve, though single readings can be large or run the other way; the % refers to the polarisation; note: potency is the fitted concentration of half-maximal effect; % of control where 0% means no effect; many of its hits are not listed in these tables
Target sequence (O00255 whole entry, looked up): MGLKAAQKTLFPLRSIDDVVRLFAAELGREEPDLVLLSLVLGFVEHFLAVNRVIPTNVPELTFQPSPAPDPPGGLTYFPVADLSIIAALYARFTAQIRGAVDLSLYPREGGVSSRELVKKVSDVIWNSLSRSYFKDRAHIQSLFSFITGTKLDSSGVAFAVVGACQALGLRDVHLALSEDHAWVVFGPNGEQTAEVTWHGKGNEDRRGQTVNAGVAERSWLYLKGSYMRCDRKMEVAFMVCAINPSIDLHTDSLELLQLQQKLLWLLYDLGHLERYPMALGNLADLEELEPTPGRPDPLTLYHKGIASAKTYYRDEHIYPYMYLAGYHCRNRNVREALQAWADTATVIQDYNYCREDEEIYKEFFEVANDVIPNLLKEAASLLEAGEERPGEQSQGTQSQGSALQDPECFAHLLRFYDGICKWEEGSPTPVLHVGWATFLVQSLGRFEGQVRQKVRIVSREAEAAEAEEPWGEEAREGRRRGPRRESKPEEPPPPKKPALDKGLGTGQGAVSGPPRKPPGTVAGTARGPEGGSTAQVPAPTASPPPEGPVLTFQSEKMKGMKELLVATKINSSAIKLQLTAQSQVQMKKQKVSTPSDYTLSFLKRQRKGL
ASM inhibitor – Inhibitors of Secretory Acid Sphingomyelinase (S-ASM): qHTS. 0.006% of 340,000 active. placental ASM, HMU-PC fluorogenic substrate, 60 min. Potency, µM (top dose mostly 57.5 µM), without a hit: at the highest dose activity change, negative = inhibition, hits mostly inhibitors. Sphingomyelin phosphodiesterase (Homo sapiens), P17405; note: potency is the fitted concentration of half-maximal effect
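Human placenta-derived ASM enzyme was preincubated with compound for 10 minutes at room temperature, then given fluorogenic substrate HMU-PC0 (9 uM final) for 60 minutes at 37 °C; a pH 10 stop preceded fluorescence reading at Ex 386/Em 447 nm.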
GALK inhibitor – qHTS Assay for Inhibitors of Human Galactokinase (GALK); AID 1868, 2009; Potency, µM (titrated, usually from 57.5 µM), without a hit: top-dose activity change, negative = inhibition, usual class: inhibitors; Purified GALK, Kinase-Glo residual ATP luminescence; 0.007% of 270,000 active; note: potency is the fitted concentration of half-maximal effect; % is set by controls: 0 for no effect and ±100 for the full control effect
Target sequence (P51570 whole entry, looked up): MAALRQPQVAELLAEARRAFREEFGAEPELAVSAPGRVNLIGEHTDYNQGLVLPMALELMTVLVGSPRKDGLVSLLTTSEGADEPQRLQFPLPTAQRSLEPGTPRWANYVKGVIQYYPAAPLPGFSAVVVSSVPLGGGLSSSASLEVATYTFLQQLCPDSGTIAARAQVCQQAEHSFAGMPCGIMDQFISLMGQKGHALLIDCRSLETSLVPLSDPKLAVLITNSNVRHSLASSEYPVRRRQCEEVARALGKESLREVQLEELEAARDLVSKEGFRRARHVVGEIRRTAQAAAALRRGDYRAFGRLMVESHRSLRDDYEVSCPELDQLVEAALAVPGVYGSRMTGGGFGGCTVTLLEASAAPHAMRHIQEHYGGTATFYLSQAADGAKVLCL
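The enzyme phosphorylates galactose (100 uM) using ATP (35 uM); inhibition is detected as higher residual ATP, quantified by bioluminescence after 1 h reaction at room temperature, pH 8.0.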
BCR signal inh – qHTS Assay to Find Inhibitors of Chronic Active B-Cell Receptor Signaling | 0.05% of 340,000 active | Potency, µM (top dose mostly 46.1 µM), for inactives: top-dose ratio change, negative = lower green/red ratio, actives largely listed as inhibitors | ABC-DLBCL IkBa-CBG/CBR reporter, luminescence ratio, 4 h; active = well fitted inhibition curve with a large enough effect in the signal ratio, with a control signal flat, not every such curve was filed as active; inconclusive = small, poorly fitted or top-dose-only effect, or effect the other way, or a change in a side signal; the % refers to the signal ratio;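 note: potency is the fitted concentration of half-maximal effect; plate controls were basal doxycycline-induced cells for no effect and cells given 10 µM MG132 for full effect; MG132 reads +100%, hits lower the ratio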
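Doxycycline induced both beetle luciferases in TMD8 lymphoma cells; IKK-driven degradation limits the IkappaBalpha-fused green signal, while red luminescence normalises for cell number and nonspecific effects. Compounds tested up to 46 uM, 4 hrs.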
Tb PFK inh – qHTS Assay to Find Inhibitors of T. brucei phosphofructokinase; ATP-dependent 6-phosphofructokinase (Trypanosoma brucei brucei), O15648; T. brucei PFK, ADP-Glo luminescence; Potency, µM (top dose mostly 57.5 µM), for inactives: at the top dose activity, negative = inhibition, usual class: inhibitors; 0.17% of 330,000 active;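 note: potency is the fitted concentration of half-maximal effect; 0% = uninhibited 1x PFK enzyme wells and -100% = no-enzyme wells; nearly all actives have a fitted effect of over 60% in size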
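1.25 nM PFK with 0.5 mM F6P and 0.1 mM ATP in 0.1 M TEA pH 8.0, 5 mM MgCl2, incubated 45 min at room temperature; ADP measured by ADP-Glo luminescence; compounds titrated up to 57 uM.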
FBPA coupling cs – qHTS Assay for Inhibitors of Fructose-1,6-bisphosphate Aldolase from Giardia Lamblia: Coupling assay counterscreen; coupling enzyme system counterscreen, AmpLite Red fluorescence; 0.67% of 290,000 active; AID 2472, 2010; activity change, negative = inhibition, % at 58.2 µM, hits read low; in the data active = activity change below about -30%; note: % is set by controls: 0 for no effect and ±100 for the full control effect
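Final compound at 57.5 uM, incubated 10 min at RT with coupling enzyme reagent (glyceraldehyde-3-phosphate), then 20 min with substrate and AmpLite Red detection. Fluorescence read at 525/598 nm; tests interference with the coupling assay, not aldolase inhibition.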
PTAP TSG101 blk – qHTS Assay for Iinhibitors of HIV-1 Budding by Blocking the Interaction of PTAP/TSG101. Tumor susceptibility gene 101 protein (Homo sapiens), Q99816. Fluorescence polarization, FITC-PTAP peptide / Tsg101 binding. Potency, µM (highest dose often 115 µM), for inactives: top-dose activity change, negative = inhibition, hits mostly inhibitors. 340,000 tested, under 10 active. AID 493005, 2010; active = well fitted inhibition curve with a large enough effect in the main read-out, with a control signal flat, not every such curve was filed as active; inconclusive = small, poorly fitted or top-dose-only effect, or effect the other way, or a change in a side signal; inactive = no such curve, though single readings can be large or run the other way; note: potency is the fitted concentration of half-maximal effect; % of control where 0% means no effect
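Compounds were pin-transferred onto Tsg101 binding domain (10 uM final) in HEPES pH 7.5 buffer, then FITC-PTAP peptide was added at 50 nM final. After 20 min at RT, polarization reported peptide displacement across a qHTS concentration series.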
B2AR arrestin – qHTS assay of beta-arrestin-biased ligands of beta2-adrenergic receptor; 0.02% of 330,000 active; Potency, µM (titrated, usually from 46.1 µM), for the others: top-dose activation, most hits filed as activators; Beta-2 adrenergic receptor (Homo sapiens), P07550; beta-arrestin recruitment to beta2AR, cell-based reporter;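 note: potency is the fitted concentration of half-maximal effect; 0% = DMSO controls and full agonism = EC100 isoproterenol or metaproterenol; nearly all actives have a fitted effect of over 65% in size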
a7 integrin act – qHTS for Activators of Integrin-Mediated Alleviation for Muscular Dystrophy; alpha7betagal myoblasts, beta-gal FDG fluorescence, 48 h; Potency, µM (top dose mostly 38.3 µM), without a hit: at the highest dose activation, hits mostly activators; 0.064% of 350,000 active; AID 624291, 2012;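 note: potency is the fitted concentration of half-maximal effect; 100% = response of the positive control SU9516; nearly all actives have a fitted effect of over 60% in size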
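Alpha7betagal+/- myoblasts (passage 13) were plated 16-24 hr, then exposed to compounds (1:260 dilution of DMSO stock) for 48 hours at 37C. After MPER lysis, β-galactosidase reporter activity was read as FDG fluorescence (ex 480/em 540) after 30 minutes.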
Giardia kill – Small Molecules that selectively kill Giardia lamblia: qHTS | Giardia lamblia trophozoite viability | activity change, % at 7.66 µM, hits read low | 0.15% of 340,000 active | AID 540267, 2011; in the data active = activity change below about -80%; inconclusive = between about -30% and that limit;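 note: parasites exposed to compound for two days anaerobically before the ATP read; % is set by controls: 0 for no effect and ±100 for the full control effect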
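ATP-content bioluminescence gauges trophozoite survival. Cells (100/well) receive compound and incubate anaerobically for 48 hrs at 37 deg C; detection reagent follows for 15-30 min at room temperature.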
* hit, by the source's call; ? = inconclusive; · = no result given; [ ] = another dose, or the depositor's remark. Unless noted, calls come from the whole dose curve; as a rule, active = well fitted curve in the direction sought with a large enough effect; inconclusive = small, poorly fitted or top-dose-only effect, or another doubt; inactive = no such curve, though single readings can be large; an effect the other way counts as inactive or inconclusive. The list is partial; rates above refer to the full screens.

No.	structure	PKM2 act	Menin-MLL TR inh	ASM inhibitor	GALK inhibitor	BCR signal inh	Tb PFK inh
1	Cc1nc2c(cc1NC(=O)C(C)(C)C)nc(C)n2Cc1ccccc1	-6%	-2%	1%	0%	4%	0%
2	CCCCN(C(=O)c1cccc(S(=O)(=O)N2CCCCC2)c1)C1CCS(=O)(=O)C1 (centres undefined)	·	11%	-2%	3%	0%	0%
3	COc1ccc(S(=O)(=O)N(CC(=O)NCc2ccncc2)c2ccc(C)cc2)cc1Br	5%	8%	-4%	8%	-3%	0%
4	CCN(CC(=O)Nc1c(F)cccc1F)C(=O)CNC(=O)COc1ccccc1	·	·	1%	·	3%	9%
5	Cc1ccc(C)n1-c1ccc(C#N)cn1	-6%	29%	9%	2%	-12%	0%
6	O=C(Nc1cccc2nsnc12)c1ccc(F)cc1	8%	-6%	40%[activator]	-3%	?	1%
7	CN(Cc1nc2ccccc2c(=O)[nH]1)CC(O)COCc1ccco1 (centres undefined)	2%	1%	4%	-1%	-10%	-3%
8	Cn1c(CSCc2ccc(Cl)cc2)nnc1SCC(=O)Nc1nccs1	9%	?	-3%	0%	19%	3%
9	CC(C)NC(=O)Cn1cnc2c1c(=O)n(C)c(=O)n2C	-12%	?	2%	-1%	3%	-17%
10	O=C(OCCCN1CCOCC1)c1ccc(O)c(O)c1	?	·	-4%	7%	-3%	-4%

No.	FBPA coupling cs	PTAP TSG101 blk	B2AR arrestin	a7 integrin act	Giardia kill
1	-2	-4%	0.2%	-24%	7
2	-2	0%	-0.2%	-10%	9
3	0	1%	0.1%	-10%	-5
4	·	-1%	0.2%	12%	7
5	-9	-2%	-0.3%	5%	31[activator]
6	4	1%	-0.2%	-10%	-11
7	1	-6%	-0.2%	?	1
8	0	0%	-0.1%	26%[7.66 µM]	-7
9	0	1%	0.1%	13%	8
10	1	1%	-0.3%	7%	0

Additional compounds.
No.	structure	PKM2 act	Menin-MLL TR inh	ASM inhibitor	GALK inhibitor	BCR signal inh	Tb PFK inh
11	COc1ccc(OC)c(-n2c(-c3cc(-c4ccco4)[nH]n3)n[nH]c2=S)c1	-7%	-8%	-1%	2%	?	-2%
12	C=CCN1C(=O)C(CC(=O)Nc2ccccc2)S/C1=N/c1nccs1 (centres undefined)	3%	·	6%	·	-7%	1%
13	Fc1ccc(Cn2nnc(-c3ccc(CN4CCOCC4)cc3)n2)cc1	10%	6%	3%	-2%	0%	-23%
14	COCCN(C(=S)Nc1ccc(C)cc1C)C(C)c1ccco1 (centres undefined)	-3%	-7%	4%	-2%	-14%	-3%
15	CCOC(=O)C(NCc1ccc(F)cc1)(NC(=O)c1ccccc1)C(F)(F)F (centres undefined)	-16%	-7%	1%	-3%	?	-5%
16	COc1ccc(S(=O)(=O)N(C)CC(=O)NCc2cccnc2)cc1	2%	0%	3%	-3%	3%	-2%
17	O=C(NCc1ccccc1)Nc1cccn(Cc2c(F)cccc2Cl)c1=O	2%	4%	-1%	1%	0%	-4%
18	Cc1nc2ccccn2c(=O)c1NC(=O)c1cccc2ccccc12	·	·	3%	·	7%	-1%
19	Cc1cc(C)c2nc(SC(C)C(=O)NCC(=O)Nc3ccc(F)c(F)c3F)cc(C)c2c1 (centres undefined)	2%	30%	-10%	-3%	1%	-1%
20	Cc1[nH]c2ccccc2c1SCC(=O)NNC(=O)Nc1ccc(OC(F)(F)F)cc1	19%	·	-12%	·	?	-11%

No.	FBPA coupling cs	PTAP TSG101 blk	B2AR arrestin	a7 integrin act	Giardia kill
11	0	1%	0.5%	1%	10
12	-11	-1%	-0.1%	?	-18
13	4	-2%	-0.7%	-8%	-6
14	0	-3%	-0.8%	-9%	-6
15	-1	-4%	-0.3%	-18%	4
16	2	0%	-0.3%	23%	10
17	-15	1%	0.0%	-4%	0
18	·	1%	0.0%	19%	14
19	3	-4%	-0.6%	-2%	9
20	2	-2%	-1.0%	-4%	10

In the list so far, these contain a Cl atom:
No.	structure	PKM2 act	Menin-MLL TR inh	ASM inhibitor	GALK inhibitor	BCR signal inh	Tb PFK inh
8	Cn1c(CSCc2ccc(Cl)cc2)nnc1SCC(=O)Nc1nccs1	9%	?	-3%	0%	19%	3%
17	O=C(NCc1ccccc1)Nc1cccn(Cc2c(F)cccc2Cl)c1=O	2%	4%	-1%	1%	0%	-4%

No.	FBPA coupling cs	PTAP TSG101 blk	B2AR arrestin	a7 integrin act	Giardia kill
8	0	0%	-0.1%	26%[7.66 µM]	-7
17	-15	1%	0.0%	-4%	0

Next records
No.	structure	PKM2 act	Menin-MLL TR inh	ASM inhibitor	GALK inhibitor	BCR signal inh	Tb PFK inh
21	Cc1c(NC(=O)C(C)N(c2ccccc2)S(C)(=O)=O)c(=O)n(-c2ccccc2)n1C (centres undefined)	-1%	12%	-3%	-4%	?	-3%
22	COc1ccc(C)cc1S(=O)(=O)Nc1cc2c3c(c1)C(C)C(=O)N3CCC2 (centres undefined)	·	·	8%	·	?	-5%
23	COc1ccc2cc(CCNC(=O)CCc3ccccc3)c(=O)[nH]c2c1	·	·	-1%	2%	-5%	-4%
24	COc1ccc(/C=C(\NC(=O)c2ccccc2)C(=O)N2CCN(C)CC2)cc1	·	-17%	3%	-4%	4%	0%
25	Cc1c(C(=O)N2CCN(S(=O)(=O)c3cccs3)CC2)oc2ccc(F)cc12	·	·	1%	·	-2%	0%
26	Cc1c(NC(=O)CCCCCN2C(=O)C3C4C=CC(C4)C3C2=O)c(=O)n(-c2ccccc2)n1C (centres undefined)	-17%	-10%	30%	1%	?	0%
27	COc1ccc(OC)c(C(=O)c2c(C)oc3cc([N+](=O)[O-])c(O)c([N+](=O)[O-])c23)c1	15%	·	2%	-2%	?	?
28	O=C(Nc1nnc(C(F)(F)F)s1)c1ccc(N2C(=O)C3C4C=CC(C4)C3C2=O)cc1 (centres undefined)	-17%	?	2%	3%	?	-3%
29	C/C(=N\OC(=O)c1ccccc1)c1c(C)nc2cc(C)ccn12	21%	-9%	-1%	0%	1%	-2%
30	COc1ccc(OC)c(S(=O)(=O)N2CCC(C(=O)Nc3cccc(C)c3)CC2)c1	5%	0%	-1%	0%	1%	-1%
31	COC(=O)c1cc(NC(=O)CN(C)Cc2ccccc2)cc(C(=O)OC)c1	-24%	·	306%[activator]	·	-2%	-3%
32	CC(C(=O)c1ccccc1)n1c(N2CCOCC2)nc2c1c(=O)n(C)c(=O)n2C (centres undefined)	14%	-10%	5%	-1%	-2%	-4%

No.	FBPA coupling cs	PTAP TSG101 blk	B2AR arrestin	a7 integrin act	Giardia kill
21	1	2%	0.1%	1%	-9
22	·	-8%	0.5%	3%	11
23	·	-1%	0.0%	-24%	-10
24	-1	-3%	-0.4%	-5%	0
25	·	-6%	-0.5%	-5%	-9
26	5	1%	-0.3%	20%	-3
27	-18	-2%	-0.4%	-3%	?
28	13	-3%	0.5%	14%	-8
29	-8	0%	0.0%	-1%	-4
30	0	-10%	0.0%	0%	-4
31	2	-5%	0.4%	-12%	-5
32	-1	0%	0.4%	11%	9
